Source: PubChem (several laboratories)
IMP-1 inhibitor = IMP-1 metallo-beta-lactamase inhibitors, primary screen, biochemical, epi-absorbance readout, Pseudomonas aeruginosa enzyme | inhibition, % at 5.6 µM | 290,000 tested, 0.45% active | metallo-beta-lactamase IMP-1 (Pseudomonas aeruginosa) | AID 1556, 2009 | purified IMP-1, nitrocefin hydrolysis, epi-absorbance fluorescence;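 active = inhibition above the mean plus 3 SD of all compounds in the same screening run, cut at about 4.5% in these data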;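 note: 0% = IMP-1 with DMSO and 100% = DMSO wells lacking enzyme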
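System: Purified recombinant IMP-1 metallo-beta-lactamase enzyme | Measured by: Fluorescence quenching readout, ex 480/em 530 nm | Replication: Singlicate | Incubation: 15 min preincubation plus 25 min reaction at 25 °C | Evaluation: Percent inhibition from optical density relative to buffer-blank wells | Benchmarks: DMSO with and without IMP-1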
GPR7 antagonist = GPR7 receptor antagonists, primary screen, cell-based, fluorescence, single concentration. Neuropeptides B/W receptor type 1 (Homo sapiens), P48145. GPR7-expressing cells, fluorescence antagonist assay. inhibition, % at 4.4 µM. 290,000 tested, 1.1% active; in the data active = inhibition above about 16%, passing the limit was not always enough;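 note: cells stimulated with the agonist NPW; 0% = agonist with vehicle and 100% = vehicle without agonist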
Target sequence (P48145 whole entry, looked up): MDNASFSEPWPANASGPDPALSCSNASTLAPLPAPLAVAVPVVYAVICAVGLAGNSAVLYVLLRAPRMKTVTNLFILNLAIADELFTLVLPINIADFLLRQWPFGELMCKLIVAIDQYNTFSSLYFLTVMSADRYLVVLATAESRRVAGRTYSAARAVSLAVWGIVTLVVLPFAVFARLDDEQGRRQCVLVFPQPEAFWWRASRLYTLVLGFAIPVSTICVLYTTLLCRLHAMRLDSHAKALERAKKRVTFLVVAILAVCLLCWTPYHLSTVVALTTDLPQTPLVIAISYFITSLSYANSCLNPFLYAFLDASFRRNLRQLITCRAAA
GalR3 antagonist = GalR3 antagonists in HEK293 cells, primary screen, cell-based, fluorescence readout; HEK293 GalR3-CNG cAMP membrane potential fluorescence; galR3 body fused to GalR1 C-terminus; inhibition, % at 3 µM; 360,000 tested, 0.44% active;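 active = inhibition above the screen-wide average plus 3 SD, cut at about 13% in these data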;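 note: forskolin and galanin both at EC90 stimulate the cells; cAMP rise reported by CNG channel membrane potential dye signal; 0% = forskolin plus galanin with DMSO and 100% = forskolin alone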
V1aR counter = agonists of human V1a receptor, primary screen, counter-screen for OXTR agonist project, fluorescence, CHO-V1R cells; activation, % at 3 µM; AID 2797, 2010; 320,000 tested, 0.25% active; Fluo-8 calcium fluorescence, agonist mode; 0% DMSO, 100% 3 nM vasopressin;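 active = activation above the mean activation of all tested compounds plus 3 SD, per screening run, cut at about 20% in these data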;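 note: signal is peak over basal fluorescence ratio across a 100 second FLIPR read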
Target sequence (P37288 whole entry, looked up): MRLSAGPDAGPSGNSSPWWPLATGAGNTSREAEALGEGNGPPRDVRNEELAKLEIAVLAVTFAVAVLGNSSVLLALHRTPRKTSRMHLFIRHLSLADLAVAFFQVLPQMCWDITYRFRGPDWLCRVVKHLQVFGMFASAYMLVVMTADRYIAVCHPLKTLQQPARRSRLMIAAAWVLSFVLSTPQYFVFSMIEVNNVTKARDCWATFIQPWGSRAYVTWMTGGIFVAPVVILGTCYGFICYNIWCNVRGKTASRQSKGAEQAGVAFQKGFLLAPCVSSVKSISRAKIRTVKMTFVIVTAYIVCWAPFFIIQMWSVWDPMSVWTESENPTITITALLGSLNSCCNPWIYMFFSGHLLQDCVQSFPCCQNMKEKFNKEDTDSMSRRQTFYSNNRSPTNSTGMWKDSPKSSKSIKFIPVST
HCV NS3 hel inh = inhibitors of HCV NS3 helicase, primary screen, biochemical, Cy5 molecular beacon fluorescence. 290,000 tested, 0.56% active. NS3 helicase DNA unwinding. AID 1800, 2009. inhibition, % at 10.9 µM;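 active = inhibition above the mean of all tested compounds plus 3 SD, set per campaign, cut at about 35% in these data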;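 note: 0% = DMSO wells and 100% = thioflavine S control wells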
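System: Hepatitis C virus NS3 helicase domain fragment enzyme | Reagent: Annealed dual-labelled DNA beacon duplex, ATP-started | Compound dosing: 10.9 µM single point, 0.8% DMSO | Incubation: 1 h reaction at 25 °C, ATP-initiated | Technique: Cy5 fluorescence | Evaluation: Percent inhibition from t60/t0 fluorescence ratio | Benchmarks: Low DMSO, high thioflavine S at 110 µM | Replication: Singlicate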
OXTR ag = human OXTR agonists, primary screen, fluorescence, CHO-OTR cells, Fluo-8 calcium. Fluo-8 calcium fluorescence; normalized: DMSO 0%, oxytocin 100%. activation, % at 3 µM. AID 2435, 2010. Oxytocin receptor (Homo sapiens), P30559. 320,000 tested, 0.32% active;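 active = activation above the mean of all tested compounds plus 3 SD, cutoff set per screening run, cut at about 20% in these data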;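 note: peak over basal fluorescence ratio from a 100 s FLIPR kinetic read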
PHOSPHO1 inh = PubChem AID 1565. Phosphoethanolamine/phosphocholine phosphatase (Homo sapiens), Q8TCT1. recombinant PHOSPHO1, absorbance phosphatase assay. inhibition, % at 13.3 µM. 290,000 tested, 1.1% active; in the data active = inhibition above about 60%
Target sequence (Q8TCT1 whole entry, looked up): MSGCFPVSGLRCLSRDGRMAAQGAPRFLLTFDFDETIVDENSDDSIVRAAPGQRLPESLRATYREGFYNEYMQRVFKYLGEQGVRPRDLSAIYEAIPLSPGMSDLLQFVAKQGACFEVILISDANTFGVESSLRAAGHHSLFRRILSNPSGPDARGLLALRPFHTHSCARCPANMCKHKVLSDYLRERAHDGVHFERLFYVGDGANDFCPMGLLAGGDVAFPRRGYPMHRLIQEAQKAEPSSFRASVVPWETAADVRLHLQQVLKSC
VIM-2 inhibitor = VIM-2 metallo-beta-lactamase inhibitors, primary screen, biochemical, epi-absorbance readout, Pseudomonas aeruginosa enzyme; purified VIM-2, nitrocefin hydrolysis, epi-absorbance fluorescence; inhibition, % at 5.6 µM; 290,000 tested, 0.89% active;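 active = inhibition above the mean of all tested compounds plus 3 SD, cutoff set per screening run, cut at about 7.5% in these data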;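 note: red hydrolysis product quenches plate fluorescence so inhibitors raise well fluorescence; 0% = enzyme with DMSO and 100% = DMSO without enzyme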
FID counter = compounds displacing fluorescent DNA intercalator, primary screen, artefact control for HCV NS3 helicase inhibitor project, biochemical, FID fluorescence | DNA fluorescent intercalator displacement | inhibition, % at 7.9 µM | 290,000 tested, 0.17% active; in the data active = inhibition above about 37%;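 note: 0% = vehicle and 100% = reference compound; higher means more ethidium bromide displaced from hairpin DNA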
* = called active by the depositor; nt = no result given.

Structure	IMP-1 inhibitor	GPR7 antagonist	GalR3 antagonist	V1aR counter	HCV NS3 hel inh	OXTR ag	PHOSPHO1 inh	VIM-2 inhibitor	FID counter
Cc1cccc(C)c1NC(=O)C1(N(Cc2ccco2)C(=O)c2ccccn2)CCCC1	-2.9	10	-3	0.2	3	-0.2	-60	-1.2	-24
CC1(C)CC(NNCCC#N)=CC(=[N+]2CCCC2)C1	-3.5	-1	-3	0.4	10	0.6	-7	-3.4	2
CCOC(=O)C1CCN(CC(=O)NC(=O)NC2CCCCC2)CC1	-5.1	-11	4	0.3	-2	-0.7	4	-2.0	-27
O=C(CC1CCCCC1)c1c(O)c2ccccc2oc1=O	-2.3	-8	-4	-0.3	12	-0.5	-11	-4.8	-4
O=C1c2ccccc2C(=O)N1OCc1c(F)cccc1Cl	-1.5	-3	2	8.3	-15	-2.7	-1	-1.6	2
COc1ccc([N+](=O)[O-])cc1NC(=O)CCN1CCN(c2ccccc2)CC1	-0.8	2	-9	-0.7	-4	-0.2	-14	-4.8	6
NNC(=O)C1CC1c1ccc(Cl)cc1 (stereo unspecified)	-1.9	6	-6	0.8	4	-0.6	16	-2.9	-20
O=C(c1ccccc1NS(=O)(=O)c1ccccc1)N1CCCCCC1	-2.8	-20	-8	0.5	-9	0.9	8	-2.9	-15
CCCC1=NN(C(=O)Cc2ccc(OC)cc2)C(O)(C(F)(F)F)C1 (stereo unspecified)	-5.0	-9	7	0.4	1	-1.9	11	-3.5	-16
CN1CCN(Cc2cc(=O)oc3cc4c(cc23)CCC4)CC1	-3.1	-9	0	1.8	11	1.3	1	18*	12
COc1ccc(OCC(=O)NNC(=S)NC(=O)C2CC2)cc1	-1.0	-15	-2	nt	17	nt	-130	-7.5	-24
CCOc1cc(/C=N/NC(=O)c2cccnc2)ccc1OCC(=O)N(C)C	-0.4	0	-2	-0.7	-1	-0.5	1	-1.4	-15
O=C(NC1CCN(Cc2ccccc2)CC1)c1ccc(N2CC3CC(C2)c2cccc(=O)n2C3)c([N+](=O)[O-])c1 (stereo unspecified)	-1.2	-1	-5	0.3	1	0.8	-10	-0.8	12
CCOc1ccc(/C=C2\SC(=S)N(Nc3ccccc3)C2=O)cc1OC	-0.6	1	-4	1.7	10	-0.7	2	-5.2	-1
Cc1cccc(NC(=O)c2nc(S(=O)(=O)Cc3ccccc3)ncc2Cl)c1	-0.7	10	0	-0.1	-12	-1.8	17	-0.5	-16
Cc1cccc(NS(=O)(=O)c2ccc(-c3ccc(=O)[nH]n3)o2)c1	-1.4	-7	1	-0.7	3	-0.2	12	0.0	-8
COc1ccc(Cl)cc1NC(=S)NCCC(c1ccccc1)c1ccccc1	-0.3	-4	0	0.8	-14	0.5	-6	1.9	4
COc1ccc(/C=C/C(=O)N2CCC(C(N)=O)CC2)cc1S(=O)(=O)N1CCOCC1	-1.9	-6	-4	-0.1	-12	1.7	32	0.8	-5
CC(C)c1ccc(NC(=O)c2cc3c(=O)n(C)c4ccccc4c3n2C)cc1	-4.0	-16	-2	0.2	2	-0.2	46	-4.4	0
O=C(Nc1ccc(O)c(-c2nc3ccccc3o2)c1)C1(c2ccc(Cl)cc2)CCCC1	-2.5	-7	1	0.6	5	0.5	4	0.4	0
O=C(Nc1cc([N+](=O)[O-])ccc1F)C1CC1	-1.2	-3	6	-0.1	4	-0.6	1	-1.4	-3
O=C(Nc1nccs1)c1ccc(Br)cc1	-1.8	-3	-7	0.5	4	-2.7	19	-2.1	-2
Cc1ccc(NC(=O)Cc2nnc(SCC(=O)NC3CCCC3)n2C)cc1C	-1.8	-9	-6	0.0	-2	-1.0	31	-1.4	-22
NCCNc1cc(N2CCCC2)ccc1[N+](=O)[O-]	-3.3	-8	-7	-0.5	-3	-0.2	32	-1.3	6
CN(C)CCCN1C(=O)c2cccc3c(Br)ccc(c23)C1=O	-0.7	2	-4	1.0	14	-0.3	0	12*	13
C[C@@H](C(=O)CC(=O)OC(C)(C)C)[C@@H](O)c1c(F)cccc1Cl	1.3	4	-3	0.3	35	-0.1	21	1.3	-24
C=CCN1CCN(C(=O)CCCc2ccccc2)CC1	-0.2	-6	-4	1.3	0	1.0	nt	-3.7	-9
Cc1cc(C)cc(CSCC(=O)N/N=C/c2ccc(OCC(=O)NCc3ccco3)cc2)c1	-2.2	2	nt	3.0	-6	0.3	-9	-7.0	-30
O=[N+]([O-])c1ccc(-n2cc(-c3ccccc3)nn2)cc1	-3.4	-4	-4	-0.8	10	-0.9	16	-4.6	-4
COc1ccc(/C=C/C(=O)NCC(=O)N/N=C(/CCC(=O)O)c2ccccc2)cc1	-2.9	-10	1	-0.4	-7	-0.3	33	-2.0	-21
Cc1cc2c(c(=O)n1Cc1cccnc1)C(c1cccs1)C(C#N)=C(N)O2 (stereo unspecified)	-7.4	-4	2	0.8	-2	-0.3	20	-6.3	-5
CC1CCCCN1Cc1c(O)ccc2c(=O)c(-c3nc4ccccc4s3)c(N)oc12 (stereo unspecified)	-1.6	3	-2	0.2	-95	0.6	-8	-0.5	12
CC(=O)c1ccc(N2CCN(CC(=O)NCc3ccccc3)CC2)cc1	6.5*	-10	-7	3.5	13	-0.9	11	1.0	-20
Cc1nc(NC(=O)c2ccccc2)nc2cc3c(cc12)OCO3	-2.7	-7	-4	-0.4	6	-0.5	-12	-4.0	-8
CN(C)/C=C/c1c([N+](=O)[O-])c2ccc(O)cc2n1-c1ccccc1	-0.3	-9	3	-0.8	28	2.0	6	-0.2	-1
COc1ccc(S(=O)(=O)Nc2nc3c(s2)C(=O)CC(C)(C)C3)cc1	-4.8	2	-5	0.5	15	0.7	24	-6.9	-22
COc1ccc(C(=O)Nc2cccc(C(=O)NCc3ccco3)c2)cc1	-1.6	-3	-5	-0.6	-7	-0.5	2	-0.5	-13
Cc1ccc(-c2cc(=O)[nH][nH]2)c(C)c1	-2.4	-6	-8	-0.8	5	-1.3	18	7.1	-17
Cc1csc(C(C#N)C(=O)c2ccc(S(=O)(=O)N3CCCC3)cc2)n1 (stereo unspecified)	-1.8	-3	-3	2.4	4	4.1	19	-0.3	-1
COc1cc(CN2CCCC(N3CCN(c4ccccc4C)CC3)C2)ccc1O (stereo unspecified)	-3.4	-3	-3	1.4	2	1.2	55	-3.5	9
COC(=O)c1ccc(COc2ccccc2OC)o1	-2.5	-1	-7	-0.5	6	-0.5	22	-1.0	-6
COCCNC(=O)c1cn(C)c2ccc(S(=O)(=O)N3CCCCC3)cc2c1=O	0.0	0	-7	0.7	5	1.7	28	-1.8	-12
COc1ccccc1OCC(=O)Nc1cc(NC(=O)COc2ccccc2OC)cc(C(=O)O)c1	-2.8	-10	-6	1.3	20	0.5	44	0.3	-32
O=C(CCC(=O)N1CCN(c2ccc(O)cc2)CC1)c1cccs1	-2.6	-10	-2	0.8	20	0.6	20	1.1	-11
CCCC(=O)C1=C(O)C(C(=O)OC)C(C)(C)CC1=Nc1cccc([N+](=O)[O-])c1 (stereo unspecified)	-3.6	-6	-2	-1.4	-28	-3.1	8	-1.3	-22
O=C1c2ccccc2C(Nc2ccc3c(c2)OCCO3)N1c1ccc(Cl)cn1 (stereo unspecified)	-6.7	-5	-1	-1.6	0	-2.0	-4	-5.3	-6
O=C(COC(=O)COc1ccccc1[N+](=O)[O-])Nc1ccccc1Br	-1.1	0	-12	3.4	-15	1.4	4	0.2	-10
CC(=O)N1CCOc2ccc(S(=O)(=O)N(C)c3ccc(C)cc3)cc21	-0.1	-6	-9	5.6	-1	3.3	7	-0.4	-29
COc1cccc(/C=N/NC(=O)CCC(=O)Nc2ccc(Br)cc2)c1	0.2	11	-7	2.5	-1	0.8	20	0.5	-8
CN(C)S(=O)(=O)c1ccc(C(=O)Nc2nnc(-c3cccs3)o2)cc1	-5.7	1	2	-0.6	0	-0.7	-16	-5.4	-29
O=C(CCN1CCc2ccccc2C(O)(c2ccccc2)C1)c1ccc2c(c1)OCCO2 (stereo unspecified)	-1.1	11	-2	0.3	-20	-1.1	nt	0.0	13
CCn1ccnc1CN(C)C(=O)C1CCC(=O)N(Cc2cccc(F)c2)C1 (stereo unspecified)	1.5	10	-6	-0.1	21	0.3	40	4.1	6
COc1ccc(C(C(=O)NCc2ccccc2)N(C(=O)c2snc(C(N)=O)c2N)C2CCCC2)cc1 (stereo unspecified)	-2.1	-1	-9	3.0	-5	1.8	39	0.5	-36
O=C1NC2(CCSC2)C(=O)N1CC(=O)N(Cc1ccccc1)C1CCS(=O)(=O)C1 (stereo unspecified)	-3.6	-5	-4	0.1	19	-0.2	29	-4.0	-18
NS(=O)(=O)c1ccc(CCNS(=O)(=O)Cc2ccc(Cl)cc2)cc1	-1.5	-6	-3	-0.3	5	0.5	nt	0.0	-5
O=c1nc(N2CCOCC2)nc(N/N=C/c2ccc3c(c2)OCO3)[nH]1	-2.1	-11	4	0.2	-5	-0.6	9	-1.9	-9
O=S1(=O)CCOC[C@H](CC2CCCCC2)N1Cc1ccccc1F	-2.0	-6	-5	-1.2	-7	-2.5	4	-2.3	-29
Nc1c(-c2ccccc2)cnn1-c1ccc(C(=O)O)cc1	-4.3	-10	-5	0.7	-4	1.2	-6	-1.5	-1
CCCCC(=O)Nc1ccccc1C(C)C	-2.2	-9	nt	-0.8	0	0.8	29	-2.1	5
COc1ccc(-c2[nH]ncc2CN2CCC(OCc3ccccc3)CC2)c(F)c1	-2.7	4	6	3.6	-25	3.0	44	-0.3	20
COC(C[C@@H]1O[C@@H]1[C@H](O)COCc1ccccc1)OC	nt	nt	-4	0.9	nt	0.3	22	nt	nt
Cc1cc(C)c(N(C(=O)c2csnn2)C(C(=O)NC2CCCC2)c2ccncc2)c(C)c1 (stereo unspecified)	-2.1	-9	-8	1.2	0	-0.4	51	-4.0	-8

An unsorted share of the library (roughly 4.3% active in at least one column).
